Screening data: PubChem, Sanford-Burnham Center for Chemical Genomics
NOD1 inhibition: inhibition of NOD1-driven NF-kB reporter – cell-based, luminescence, uHTS, primary screen (AID 1578) | NOD1-driven NF-kB luciferase reporter cells, luminescence; higher % means a stronger effect | one-dose inhibition, % at 4 µM; EC50 in µM for titrated hits | hit rate 1% among 290,000; in the data active = inhibition mostly above about 36%, no sharp cut-off; inactive = mostly below about 34%;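 note: HEK-293T reporter cells stimulated with the NOD1 agonist gamma-tri-DAP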
human PMI inhibitors: MPI inhibition at elevated mannose 6-phosphate – biochemical, fluorescence intensity, high mannose 6-phosphate, primary screen (AID 1220); recombinant PMI enzyme, coupled fluorescence intensity; higher % means a stronger effect; one-dose inhibition, % at 20 µM; IC50 in µM for titrated hits; hit rate 0.66% among 190,000
PMI inhibitors: inhibitors of human PMI, primary screen, biochemical, fluorescence intensity, coupled assay (AID 1209); one-dose inhibition, % at 20 µM; IC50 in µM for titrated hits; hit rate 0.42% among 190,000; purified PMI enzyme, coupled fluorescence intensity; higher % means a stronger effect;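 note: plate controls were DMSO vehicle for no effect and wells lacking substrate for full effect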
NOD2 inhibition: NOD2 signaling inhibitors, cell-based, luminescence, uHTS, HEK293 (AID 1566) | hit rate 0.63% among 290,000 | inhibition, % at 4 µM, or EC50 in µM where a hit was titrated | HEK293 NOD2/NF-kB luciferase reporter, luminescence; higher % means a stronger effect; note: many of its hits are not listed in these tables
KOR beta-arrestin-1: kappa opioid receptor blockers – cell-based, luminescence, uHTS (AID 1778); KOR beta-arrestin recruitment, luminescence, antagonist mode; higher % means a stronger effect; one-dose inhibition, % at 10 µM; IC50 in µM for titrated hits; hit rate 0.091% among 290,000; note: strong numbers were not always called active
TNAP activators: human TNAP enzyme activators, primary screen, biochemical, luminescent, no phosphate acceptor, uHTS (AID 1001); purified TNAP, luminescent activation assay, no phosphate acceptor; higher activation fold means a stronger effect; one-dose activation fold at 20 µM; EC50 in µM for titrated hits; hit rate 0.03% among 200,000; in the data active = activation fold from about 3, or a potency from the dose series; inactive = the rest, 99 in 100 with activation fold below about 1.6; note: many of its hits are not listed in these tables
KOR beta-arrestin-2: kappa opioid receptor activators – cell-based, luminescence, uHTS, primary screen (AID 1777); KOR beta-arrestin recruitment, luminescence; higher % means a stronger effect; activation, % at 10 µM, or EC50 in µM where a hit was titrated; hit rate 0.02% among 280,000; in the data active = activation above about 50%, passing the limit was not always enough; note: a part of the inactive calls stands beside numbers as strong as those of hits
LYP phosphatase: inhibitors of LYP phosphatase, biochemical, fluorescence intensity, uHTS (AID 1779) | recombinant LYP phosphatase, fluorescence intensity; higher % means a stronger effect | inhibition, % at 11.5 µM, or IC50 in µM where a hit was titrated | hit rate 0.054% among 290,000;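 note: plate controls were vehicle with enzyme for no effect and no enzyme for full effect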
XIAP antagonists: small molecules displacing peptide from XIAP – biochemical, IAP family, fluorescence polarization (AID 1018); hit rate 0.007% among 200,000; displacement, % at 20 µM, or IC50 in µM where a hit was titrated; XIAP BIR domain, fluorescence polarization peptide displacement; higher % means a stronger effect; in the data active = displacement above about 50%; note: a part of the inactive calls stands beside numbers as strong as those of hits
* = called active by the depositor; [ ] = another dose, or the depositor's remark. Cut-off read from the data, not from the text of the source, unless noted: active = inhibition above about 50%; inactive = the rest.

Screening COc1cc([N+](=O)[O-])ccc1NC(=O)CC1SC(=Nc2ccc(F)cc2)N(CCC2=CCCCC2)C1=O (configuration not stated) returned NOD1 inhibition 15.6%, human PMI inhibitors 5.4%, PMI inhibitors 15.6%, NOD2 inhibition 6.0%, KOR beta-arrestin-1 21.2%, TNAP activators 1.1, KOR beta-arrestin-2 -2.3%, LYP phosphatase 1.1% and XIAP antagonists -5.6%.
O=C(COc1ccc(S(=O)(=O)N2CCOCC2)cc1)NC1CC1 was read as NOD1 inhibition 34.7%, NOD2 inhibition -8.5%, KOR beta-arrestin-1 -31.3%, KOR beta-arrestin-2 3.8% and LYP phosphatase -8.6%.
`CC1(C)CC(=O)C(C(=S)Nc2ccccc2)=C(NC2CC(C)(C)NC(C)(C)C2)C1` gave NOD1 inhibition -25.8%, human PMI inhibitors -10.6%, PMI inhibitors -13.0%, NOD2 inhibition 30.5%, KOR beta-arrestin-1 -12.5%[20 µM], TNAP activators 1, KOR beta-arrestin-2 4.0%, LYP phosphatase 2.8% and XIAP antagonists -1.1%.
`Cc1[nH]nc(Nc2ccc(C(C)C)cc2)c1[N+](=O)[O-]` gave NOD1 inhibition 12.0%, NOD2 inhibition -83.9%, KOR beta-arrestin-1 16.0%, KOR beta-arrestin-2 1.9% and LYP phosphatase -6.6%.
For O=C(NCC1CCCO1)C1CCCN(c2ncccn2)C1 (configuration not stated) the results were NOD1 inhibition 8.2%, human PMI inhibitors 2.3%, PMI inhibitors -5.6%, NOD2 inhibition 5.4%, KOR beta-arrestin-1 18.1%, TNAP activators 1.1, KOR beta-arrestin-2 2.1%, LYP phosphatase -8.8% and XIAP antagonists 1.6%.
Screening CCCCOc1ccc(C2=NNC(=O)CC2)cc1 returned NOD1 inhibition -28.4%, human PMI inhibitors -16.0%, PMI inhibitors -5.6%, NOD2 inhibition -26.7%, KOR beta-arrestin-1 3.2%, TNAP activators 1.1, KOR beta-arrestin-2 5.4%, LYP phosphatase -5.0% and XIAP antagonists -4.8%.
O=C(Oc1oc(-c2ccco2)nc1C=Nc1ccccc1)c1ccco1 was read as NOD1 inhibition 0.0%, human PMI inhibitors 9.1%, PMI inhibitors 18.3%, NOD2 inhibition -5.9%, KOR beta-arrestin-1 21.1%, TNAP activators 1.1, KOR beta-arrestin-2 -4.3%, LYP phosphatase 2.6% and XIAP antagonists -3.4%.
Screening CCC(C(=O)c1ccccc1)P(=O)(NN)c1ccccc1 (configuration not stated) returned NOD1 inhibition -9.8%, NOD2 inhibition 7.6%, KOR beta-arrestin-1 -1.6%, KOR beta-arrestin-2 6.2% and LYP phosphatase -2.8%.
For CCOc1ccc(NC(=O)c2ccc(CC)s2)c([N+](=O)[O-])c1 the results were NOD1 inhibition -15.3%, human PMI inhibitors 8.5%, PMI inhibitors 9.7%, NOD2 inhibition -11.6%, KOR beta-arrestin-1 -14.2%[20 µM], TNAP activators 1, KOR beta-arrestin-2 -4.6%, LYP phosphatase -7.4% and XIAP antagonists -3.0%.
`COc1ccc(C2C(C(=O)OCC3CCCO3)=C(C)NC3=C2C(=O)CC(c2ccco2)C3)cc1O` (configuration not stated) gave NOD1 inhibition -0.5%, human PMI inhibitors 13.3%, PMI inhibitors 10.7%, NOD2 inhibition 17.3%, KOR beta-arrestin-1 3.2%, TNAP activators 1, KOR beta-arrestin-2 -0.7%, LYP phosphatase 1.3% and XIAP antagonists -1.8%.
CCc1ccc[n+](-c2[nH]c(=O)sc2/C=N/N=C(\N)[O-])c1 was read as NOD1 inhibition -0.8%, NOD2 inhibition -4.5%, KOR beta-arrestin-1 13.3%, KOR beta-arrestin-2 -1.2% and LYP phosphatase -3.5%.
Screening Cc1ccc(NC(=S)N2CCN(c3ncccn3)CC2)cc1C returned NOD1 inhibition -13.6%, human PMI inhibitors -6.8%, PMI inhibitors 3.2%, NOD2 inhibition 20.1%, KOR beta-arrestin-1 10.0%, TNAP activators 1.1, KOR beta-arrestin-2 -3.1%, LYP phosphatase -7.8% and XIAP antagonists 1.8%.
O=C(Nc1cccc(-c2cccc(F)c2)c1)C1CCN(Cc2ccco2)CC1 was read as NOD1 inhibition 0.8%, NOD2 inhibition 8.0%, KOR beta-arrestin-1 -50.3%, KOR beta-arrestin-2 1.6% and LYP phosphatase -4.8%.
Screening COc1ccc(Br)c(C(=O)NCC2CCCCC2)c1 returned NOD1 inhibition -9.4%, NOD2 inhibition -0.5%, KOR beta-arrestin-1 -7.3%, KOR beta-arrestin-2 -0.9% and LYP phosphatase -6.2%.
Screening O=C(O)C(c1ccccc1)N1C(=O)/C(=C/c2cccs2)SC1=S (configuration not stated) returned NOD1 inhibition 13.4%, NOD2 inhibition 18.8%, KOR beta-arrestin-1 -1.8%, KOR beta-arrestin-2 1.2% and LYP phosphatase -4.2%.
COc1ccccc1NC(=O)Nc1cccc(NC(C)=O)c1 was read as NOD1 inhibition 1.1%, NOD2 inhibition 14.5%, KOR beta-arrestin-1 5.2%, KOR beta-arrestin-2 -3.8% and LYP phosphatase -3.2%.
Screening COCC(C)NCc1cccc2ccccc12 (configuration not stated) returned NOD1 inhibition -36.7%, human PMI inhibitors -0.2%, PMI inhibitors 8.3%, NOD2 inhibition 5.6%, KOR beta-arrestin-1 9.1%, TNAP activators 1.1, KOR beta-arrestin-2 -3.0%, LYP phosphatase -5.9% and XIAP antagonists -5.3%.
Cn1c(=O)n(C)c2cc(NC(=O)c3ccccc3[N+](=O)[O-])c(Br)cc21 was read as NOD1 inhibition -23.8%, human PMI inhibitors 2.5%, PMI inhibitors 6.1%, NOD2 inhibition 14.1%, KOR beta-arrestin-1 -6.9%[20 µM], TNAP activators 1.1, KOR beta-arrestin-2 -7.1%, LYP phosphatase -10.1% and XIAP antagonists -0.2%.
`Cc1ccc2c(c1)nnn2C1CCN(S(=O)(=O)c2ccc(C(=O)N(C)C3CCCCC3)cc2)CC1` gave NOD1 inhibition 20.2%, human PMI inhibitors 4.5%, PMI inhibitors -7.6%, NOD2 inhibition 29.9%, KOR beta-arrestin-1 -17.6%, TNAP activators 1.1, KOR beta-arrestin-2 0.9%, LYP phosphatase 6.5% and XIAP antagonists -3.6%.
Clc1cccc(-c2nn3c(COc4ccccc4)nnc3s2)c1 was read as NOD1 inhibition 0.5%, human PMI inhibitors 2.1%, PMI inhibitors 0.4%, NOD2 inhibition 4.7%, KOR beta-arrestin-1 4.6%, TNAP activators 1.2, KOR beta-arrestin-2 4.5%, LYP phosphatase -13.6% and XIAP antagonists 0.6%.
For O=[N+]([O-])c1ccc(S(=O)(=O)Nc2nc(-c3ccccc3)cs2)cc1 the results were NOD1 inhibition 30.3%, NOD2 inhibition 31.4%, KOR beta-arrestin-1 -21.4%[20 µM], KOR beta-arrestin-2 16.8% and LYP phosphatase -7.5%.
For COc1ccc(OC2CCN(S(=O)(=O)c3ccc(F)cc3)CC2)cc1 the results were NOD1 inhibition -11.6%, NOD2 inhibition 8.7%, KOR beta-arrestin-1 10.1%, KOR beta-arrestin-2 -6.6% and LYP phosphatase -3.2%.
For COC(=O)c1c(F)c(F)c(N2CCOCC2)c(F)c1F the results were NOD1 inhibition -5.5%, human PMI inhibitors 3.3%, PMI inhibitors 4.2%, NOD2 inhibition 18.0%, KOR beta-arrestin-1 20.8%, TNAP activators 1.1, KOR beta-arrestin-2 -4.6%, LYP phosphatase -2.4% and XIAP antagonists -3.6%.
CNCCC(=O)N1c2ccccc2CCc2ccc(NC(=O)OC)cc21 was read as NOD1 inhibition -6.1%, NOD2 inhibition 5.7%, KOR beta-arrestin-1 -26.7%, KOR beta-arrestin-2 -0.1% and LYP phosphatase -3.8%.
CN1/C(=C\C=N\NC(=O)c2ccccc2Br)C(C)(C)c2ccccc21 was read as NOD1 inhibition -7.5%, human PMI inhibitors -34.0%, PMI inhibitors -0.1%, NOD2 inhibition 18.3%, KOR beta-arrestin-1 3.3%, TNAP activators 1.3, KOR beta-arrestin-2 0.2%, LYP phosphatase -10.2% and XIAP antagonists -12.8%.
For COC(=O)c1cc(S(=O)(=O)NCC2CCN(Cc3ccc(F)cc3)CC2)cn1C the results were NOD1 inhibition -6.7%, NOD2 inhibition 8.0%, KOR beta-arrestin-1 3.1%, KOR beta-arrestin-2 -3.8% and LYP phosphatase -14.6%.
For COc1ccc(NC(=O)CN(C)C(=O)C(C)Sc2ccccc2)cc1 (configuration not stated) the results were NOD1 inhibition -20.5%, NOD2 inhibition -1.4%, KOR beta-arrestin-1 -3.0%, KOR beta-arrestin-2 -2.2% and LYP phosphatase -8.4%.
`Cc1nc(-c2ccc(S(=O)(=O)Oc3ccccc3Cl)s2)cs1` gave NOD1 inhibition -6.2%, NOD2 inhibition -15.8%, KOR beta-arrestin-1 7.6%, KOR beta-arrestin-2 -5.1% and LYP phosphatase -1.1%.
Cc1cc(N/N=C/c2ccccc2F)nc(NCc2ccccc2)n1 was read as NOD1 inhibition -2.7%, NOD2 inhibition -1.1%, KOR beta-arrestin-1 -12.9%, KOR beta-arrestin-2 2.4% and LYP phosphatase -6.7%.
Screening CCCCNC(=S)N(C)/N=C/c1ccccc1C(=O)O returned NOD1 inhibition -5.9%, human PMI inhibitors 3.9%, PMI inhibitors 1.3%, NOD2 inhibition 6.3%, KOR beta-arrestin-1 -0.5%, TNAP activators 1.2, KOR beta-arrestin-2 21.8%, LYP phosphatase -1.2% and XIAP antagonists -6.7%.
Screening COC(=O)c1ccc(COc2ccc(C3C4=C(CCCC4=O)Nc4onc(C)c43)cc2)cc1 (configuration not stated) returned NOD1 inhibition -10.5%, human PMI inhibitors 5.7%, PMI inhibitors 6.7%, NOD2 inhibition -18.3%, KOR beta-arrestin-1 -7.0%, TNAP activators 1.1, KOR beta-arrestin-2 -0.3%, LYP phosphatase -0.6% and XIAP antagonists -5.7%.
`O=C(CSc1nnc(CNC(=O)c2ccccc2F)o1)NC1CCCCC1` gave NOD1 inhibition -17.4%, NOD2 inhibition 5.9%, KOR beta-arrestin-1 -29.7%, KOR beta-arrestin-2 3.4% and LYP phosphatase -14.0%.
Screening COc1ccccc1/C=C/c1nc2ccc(OC(C)=O)cc2c(=O)o1 returned NOD1 inhibition -33.7%, NOD2 inhibition 8.1%, KOR beta-arrestin-1 9.5%, KOR beta-arrestin-2 -3.0% and LYP phosphatase -7.6%.
Screening COC(=O)c1sccc1NC(=S)N(C)C1CCCCC1 returned NOD1 inhibition 8.5%, human PMI inhibitors 1.9%, PMI inhibitors 3.6%, NOD2 inhibition 15.4%, KOR beta-arrestin-1 -3.1%, TNAP activators 1.1, KOR beta-arrestin-2 -5.7%, LYP phosphatase -3.1% and XIAP antagonists -0.9%.

Of the compounds above, two contain a COOH group.
Screening O=C(O)C(c1ccccc1)N1C(=O)/C(=C/c2cccs2)SC1=S (configuration not stated) returned NOD1 inhibition 13.4%, NOD2 inhibition 18.8%, KOR beta-arrestin-1 -1.8%, KOR beta-arrestin-2 1.2% and LYP phosphatase -4.2%.
Screening CCCCNC(=S)N(C)/N=C/c1ccccc1C(=O)O returned NOD1 inhibition -5.9%, human PMI inhibitors 3.9%, PMI inhibitors 1.3%, NOD2 inhibition 6.3%, KOR beta-arrestin-1 -0.5%, TNAP activators 1.2, KOR beta-arrestin-2 21.8%, LYP phosphatase -1.2% and XIAP antagonists -6.7%.

The list is partial; rates above refer to the full screens.
